Autophagy HCS: alters autophagy in cells; MEF GFP-LC3 puncta imaging; test concentration mostly 10 µM; hit rate 0.98% among 190,000; AID 463193; calls only at 10 µM (by protocol);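 active means percentage of spot-positive cells more than 3 SD above its plate mean, without a fluorescence outlier flag or 80% toxicity; inconclusive means no clear call, values can overlap the other calls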;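 further: spot-positive cell cutoff set from DMSO-treated cells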
WT yeast gro inh: growth inhibition of WT yeast, mitochondrial fusion screen. mitochondrial fusion phenotypic screen, WT strain. hit rate 2.1% among 190,000. inhibition, % at 10 µM; in the data active means inhibition above about 58%; tested in S. cerevisiae
Yfh1-off respiration: enhancers of respiration in Yfh1-depleted yeast, dose response, Friedreich's ataxia, plus single-dose screen (AID 1465) | S. cerevisiae Yfh1-off respiration, WST-1 reduction, 72 h; higher fold induction means a stronger effect | fold induction at 50 µM, or EC50 in µM where a hit was titrated | hit rate 0.074% among 220,000;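 active means fold induction of absorbance versus untreated yeast above a set limit, then at least 30% activation at any dose in follow-up; inconclusive means repeats straddling the limit, or above it without dose testing; inactive means fold induction below the set limit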;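 further: activators that raise dye reduction in frataxin-depleted yeast; strong numbers were not always called active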
P. falciparum M17LAP: P. falciparum M17LAP inhibitors, primary screen, biochemical, fluorogenic H-Leu-NHMec substrate, 1536-well (AID 1619) | recombinant M17LAP, H-Leu-NHMec fluorogenic kinetic assay; higher % means a stronger effect | inhibition, % at 30 µM; hits with a dose series show IC50 in µM | hit rate 0.38% among 220,000;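 active means compound inhibiting the enzyme by more than half at any dose during confirmatory dose-response retesting; inconclusive means strong single-dose inhibitors picked by rank but not retested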;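 further: plate controls were full reaction with DMSO carrier for no effect and no enzyme background for full effect; strong numbers were not always called active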
Dynein transport: blocks dynein driven cargo transport along microtubules. 3617.4 mouse cells, GR-EGFP nuclear translocation imaging; test concentration mostly 20 µM; stimulated with dexamethasone, 1 µM; stronger effect = lower value. z-score, hits read low. hit rate 0.47% among 220,000;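 active means plate z-score of nuclear minus cytoplasmic receptor signal below a set negative limit, without overly bright fluorescence or cell loss, cut at about -3.5 in these data, passing the limit was not always enough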;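 further: z-score of nuclear minus cytoplasmic ring GR-EGFP intensity difference per well; some compounds called inactive have numbers as strong as hits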
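Buffer or medium – tet-free medium with charcoal-stripped serum · Signal – automated 10x imaging of fixed Hoechst-stained cells · Also added – dexamethasone agonist, 1.0 µM final, for 30 min · Incubation – induction 48 h, compound 1 h, agonist 30 min · Read-out – GR-EGFP nuclear translocation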
M1AAP inhibition: P. falciparum M1AAP inhibitors, biochemical, fluorogenic H-Leu-NHMec substrate, 1536-well (AID 1445). inhibition, % at 30 µM; hits with a dose series show IC50 in µM. recombinant M1AAP, H-Leu-NHMec fluorogenic kinetic assay; higher % means a stronger effect. hit rate 0.42% among 220,000;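 active means primary inhibition above the hit cutoff, then over 50% inhibition at one or more dose response concentrations, cut at about 23% in these data, passing the limit was not always enough; inconclusive means conflicting primary data, or primary hits not chosen for dose response; inactive means low primary inhibition, or under 50% at every dose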;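 further: plate controls were DMSO full reaction for no effect and no enzyme background for full effect; strong numbers were not always called active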
MT stabilize HCS: microtubule stabilization, imaging screen; % tubulin-high responders, % at 10 µM; hit rate 0.83% among 200,000; AID 2205; HeLa tubulin immunostaining HCS, 24 h; share of cells brighter than vehicle mean+2SD;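 active means plate Z-score above 3 for both tubulin-high and condensed-nucleus cell shares, with cell loss under 80%, at 10 µM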;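 further: anti alpha tubulin signal scored within the nucleus-defined area of each cell; some results filed as inactive read as strong as hits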
bCat nuc transl: modulators of beta-catenin nuclear translocation | nuclear translocation activity, % at 5 µM | HeLa beta-catenin nuclear translocation, immunofluorescence imaging | hit rate 0.3% among 190,000 | AID 1665;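 active means nuclear translocation activity above 50% at 5 µM, with a well cell count of 50 or more; inconclusive means wells under 50 cells across six images, flagged as toxic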;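 further: per-cell ratio of nuclear to cytoplasmic median beta-catenin stain intensity; plate controls were DMSO negative control for no effect and GSK-3 inhibitor IX positive control for full effect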
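assay system = human HeLa cells, endogenous beta-catenin | times = compound treatment 24 h, 37°C, 5% CO2 | detection = Anti-beta-catenin immunofluorescence on PFA-fixed, Triton-permeabilized cells, DAPI nuclei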
T cell HTS: T cell immune modulators affecting CD8 T cell-vesicle binding; 2C CD8+ T cell-vesicle binding, flow cytometry; stronger effect = lower value; calls only at 7 µM; hit rate 0.068% among 330,000;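 active means response, share of CD8 T cells binding vesicles, and their 90th percentile fluorescence all below set limits, cut at about 80% in these data, passing the limit was not always enough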
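Incubation: binding step 1.5 h, 37 °C, antibody labelling 20 min, ice; system: murine 2C transgenic CD8+ T lymphocytes; technique: cytometric PE anti-B7-1 and Alexa647 anti-CD8 signals after 1% paraformaldehyde fixation; also added: QL9-charged Drosophila Ld/ICAM-1/B7-1 vesicles; control set: naked versus QL9-loaded vesicles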
WT yeast gro inh mutant strain: recorded beside WT yeast gro inh, whose call it bears; inhibition, %; mitochondrial fusion phenotypic screen, mutant strain inhibition
Dynein transport cytoplasmic EGFP: second read-out of Dynein transport, no call of its own (marks repeat the call); z-score; measured here: cytoplasmic GR-EGFP intensity; stronger effect = higher value
Dynein transport nuclear GR-EGFP: recorded beside Dynein transport, whose call it bears; z-score; measured here: nuclear GR-EGFP intensity;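 lower value marks the stronger effect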
Dynein transport cell count: second read-out of Dynein transport, no call of its own (marks repeat the call); z-score; measured here: cell count per field
bCat nuc transl cell count 5 µM: also measured in bCat nuc transl; calls as there; cell count; measured here: cell count, cytotoxicity flag
T cell HTS vesicle-bound %: recorded beside T cell HTS, whose call it bears; double positive events, %; measured here: CD8+ vesicle-bound cell fraction;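 binding gate set so that unloaded-vesicle control wells show 10% double positive cells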
MT stabilize HCS Hoechst-high %: recorded beside MT stabilize HCS, whose call it bears; % Hoechst-high responders; measured here: nuclear condensation Hoechst responders;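 share of cells brighter than vehicle mean plus two SD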
MT stabilize HCS cytotoxicity %: second read-out of MT stabilize HCS, no call of its own (marks repeat the call); toxicity, %; measured here: cytotoxicity by cell density;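 0% = mean cell density of plate MIN control wells and 100% = no cells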
Autophagy HCS cell loss 18 h: recorded beside Autophagy HCS, whose call it bears; toxicity, %; measured here: cell loss, nuclei count;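 cell loss after 18 h compound exposure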
Active calls of the source: *; i = inactive; ? = inconclusive; nt = not tested or not shown.

SMILES	Autophagy HCS	Autophagy HCS cell loss 18 h	WT yeast gro inh	WT yeast gro inh mutant strain	Yfh1-off respiration	P. falciparum M17LAP	Dynein transport	Dynein transport cytoplasmic EGFP	Dynein transport nuclear GR-EGFP	Dynein transport cell count	M1AAP inhibition	MT stabilize HCS	MT stabilize HCS Hoechst-high %	MT stabilize HCS cytotoxicity %	bCat nuc transl	bCat nuc transl cell count 5 µM	T cell HTS	T cell HTS vesicle-bound %
CN(C)C(=O)c1ccc2c(c1)n(C)c(=O)n2C	i	-8	-17	-3	i	15%	0.27	-0.23	-0.48	0.054	-2%	2.8	2.3	2.1	-1.6	1190	i	30
CC1CCC(C(C)C)C(OCC[N+](C)(C)C)C1 (stereo unspecified)	i	3	9	3	i	1%	0.49	-0.05	0.49	0.044	-1%	4.7	1.6	4.3	-0.8	1125	i	19
CCNC(=O)COc1ccc(/C=N/NC(=O)c2cccnc2)cc1OC	i	38	-1	-1	i	10%	0.28	-0.2	0.34	-0.012	4%	3.5	1.9	7.4	-3.0	1089	i	24
O=C(C1CCCN(S(=O)(=O)c2cccs2)C1)N1CCc2ccccc2C1 (stereo unspecified)	i	4	3	0	i	3%	-0.84	-0.18	0.095	0.066	5%	3.9	1.6	9.7	0.6	1043	i	42
CCOC(=O)Cn1c(=O)oc2cc(S(=O)(=O)NC(C)c3ccccc3)ccc21 (stereo unspecified)	i	9	10	10	i	7%	-0.28	-0.23	-0.15	0.54	-4%	2.3	2.9	4.1	nt	nt	i	41
C=CCN1CCN(c2ccncc2S(=O)(=O)N2CCOCC2)CC1	i	22	2	12	i	-8%	-0.078	-0.24	0.2	0.75	11%	1.2	0.7	9.7	-1.3	1070	i	47
CCC(=O)N1CCN(c2nc(-c3ccccc3)c3c(c2C#N)CCCC3)CC1	i	-12	6	-8	i	-7%	0.24	-0.15	0.49	0.026	?	2.3	1.4	8.7	0.0	1070	i	17
CCn1c(=O)ccc2cc([N+](=O)[O-])ccc21	i	8	-15	13	i	9%	-0.55	-0.31	-0.3	-0.23	11%	3.9	1.9	8.4	-1.1	1391	i	26
CC1(C)C(=O)OC(c2cccn2-c2ccc([N+](=O)[O-])cc2)C(C)(C)C1=O (stereo unspecified)	i	-5	-23	25	i	4%	-0.48	-0.25	-0.21	0.74	0%	1.8	2.4	7.7	-3.1	1087	i	54
c1ccc(-c2nnc(CSc3nnc(-c4ccncc4)n3Cc3ccco3)o2)cc1	i	2	82*	0.6*	nt	5%	-0.06	-0.2	-0.16	0.11	-1%	0.6	1.2	4.6	-8.2	990	i	24
C/C(=N\N=C(c1ccccc1)c1ccccc1)c1cccs1	i	18	52	32	i	14%	1.4	-0.065	1.5	-0.11	10%	2.8	1.7	4.1	-0.9	1287	i	7
O=C(CCn1c(=O)oc2ccccc21)NCc1cccs1	i	-3	-13	-6	i	-7%	-0.17	0.3	0.34	-0.041	2%	2.3	1.9	2.9	2.7	1135	i	14
CCC1CCCN1Cn1cnc2c([nH]c3ccccc32)c1=O (stereo unspecified)	i	12	11	-10	nt	9%	0.59	-0.2	0.79	-0.28	13%	2.0	2.1	12	1.2	1445	i	19
Cc1noc(C)c1CCC(=O)N1CCCC(CCC(=O)NCc2ccccc2F)C1 (stereo unspecified)	i	15	6	-2	i	14%	0.51	-0.19	0.12	-0.25	2%	1.5	2.0	4.1	2.2	1544	i	57
COc1cccc(C(=O)Oc2cc3c4c(c2)C(C)=CC(C)(C)N4C(=O)C3=O)c1	i	3	30	16	i	-9%	-0.41	-0.22	-0.51	0.052	-3%	1.0	1.2	3.7	nt	nt	i	52
CCOC(=O)Nc1ccc(C)cc1NC(=O)OCC	i	6	0	4	nt	0%	-1	-0.11	-0.29	-0.37	3%	2.8	1.7	5.5	-1.0	1410	i	56
O=C(O)c1ccc(N=Cc2c(O)ccc3oc4c(c23)CCCC4)cc1	nt	nt	nt	nt	i	15%	0.015	-0.15	-0.0048	-0.21	12%	nt	nt	nt	-0.5	1212	i	60
COc1ccc(C(CC(=O)O)NC(=O)COc2ccccc2)cc1OC (stereo unspecified)	i	11	43	3	i	7%	1.1	-0.18	0.47	-0.95	-3%	1.6	1.1	12	0.2	1334	i	34
O=C(/C=C/c1ccco1)Nc1cccc(S(=O)(=O)N2CCOCC2)c1	i	8	3	-2	i	10%	-0.88	-0.25	-0.4	0.3	7%	4.6	2.2	5.0	-0.4	1088	i	38
CCc1cccc(NC(=O)CN(c2ccc(OC)cc2)S(=O)(=O)c2c(C)n[nH]c2C)c1	i	15	6	-22	i	10%	2.1	-0.45	0.67	-0.75	-3%	4.4	1.8	7.8	-1.7	856	i	25
NNC(=O)c1nn(-c2ccc(Cl)cc2)cc1O	nt	nt	nt	nt	i	-23%	-1.1	-0.21	-0.59	0.65	8%	nt	nt	nt	-1.7	1191	i	26
Cn1nnnc1SCCNCc1cccc2ccccc12	i	-2	9	23	i	-2%	0.11	-0.17	0.17	-0.68	1%	1.4	2.4	8.6	-2.7	900	i	13
CCn1c2ccccc2c2cc(/C=N/n3c(-c4cc(C)[nH]n4)n[nH]c3=S)ccc21	nt	nt	nt	nt	i	-7%	-0.63	-0.19	-0.24	0.13	10%	nt	nt	nt	1.7	1028	i	33
COc1c2ccoc2nc2c(OC)cccc12	i	3	6	4	i	-76%	-0.07	-0.41	-0.31	1	7%	2.0	2.0	11	nt	nt	i	5
COc1ccc(C(=O)Cn2nnc(-c3cccs3)n2)cc1	i	-4	-12	-7	i	-3%	1.2	-0.28	1.2	-0.42	3%	1.6	0.5	12	1.0	1019	i	44
SMILES	Autophagy HCS	Autophagy HCS cell loss 18 h	WT yeast gro inh	WT yeast gro inh mutant strain	Yfh1-off respiration	P. falciparum M17LAP	Dynein transport	Dynein transport cytoplasmic EGFP	Dynein transport nuclear GR-EGFP	Dynein transport cell count	M1AAP inhibition	MT stabilize HCS	MT stabilize HCS Hoechst-high %	MT stabilize HCS cytotoxicity %	bCat nuc transl	bCat nuc transl cell count 5 µM	T cell HTS	T cell HTS vesicle-bound %
CC(C)C(C(=O)Nc1ccccc1)N1C(=O)c2ccccc2C1=O (stereo unspecified)	nt	nt	-15	-11	i	8%	1.8	-0.08	1.5	-1	0%	2.7	2.9	8.1	1.7	974	i	38
Cc1nc2ncnn2c(C)c1CCC(=O)N1CCOCC1	i	-1	5	9	i	7%	-0.035	-0.2	0.26	-0.47	4%	3.6	2.5	5.0	-3.0	876	i	17
CC(=C/c1ccccc1)/C=N/NC(=O)c1cccs1	nt	nt	nt	nt	i	5%	0.054	-0.21	0.41	0.35	7%	nt	nt	nt	0.7	1288	i	41
CCN(CC)c1ccc(NC(=O)CSc2nc(C)cc(=O)[nH]2)cc1	i	-4	7	0	i	3.1µM*	0.23	-0.026	0.28	-0.59	13%	4.4	2.4	6.3	nt	nt	i	31
CN(C)CCn1c(=O)n(-c2cccc(Cl)c2)c(=O)c2c3c(sc21)CCCCC3	nt	nt	nt	nt	i	-1%	0.32	-0.28	0.1	-0.38	3%	nt	nt	nt	-2.0	1161	i	58
CCc1ccc(C(=O)C(C)OC(=O)C2COc3ccccc3O2)cc1 (stereo unspecified)	i	-14	19	32	i	-18%	0.15	-0.28	-0.26	0.17	-2%	2.5	2.0	2.2	nt	nt	i	49
Cc1ccc(Cl)cc1N(Cc1ccc(C(=O)NCc2cccnc2)cc1)S(=O)(=O)c1ccccc1	i	18	35	-6	nt	-5%	1.5	-0.19	0.46	-1.7	-6%	4.5	2.0	4.5	5.3	1305	i	10
COc1ccc(Br)cc1CN1CCCC(C(=O)N2CCCCCC2)C1 (stereo unspecified)	i	-33	-3	1	i	5%	0.53	-0.12	0.028	-1	-9%	6.5	1.4	12	0.2	1231	i	12
Cn1c(=O)c2c(nc(NC3CCCCC3)n2CC(O)COc2ccccc2)n(C)c1=O (stereo unspecified)	i	13	-2	-15	nt	4%	1.1	-0.4	0.85	-0.19	7%	4.2	1.5	9.7	-1.9	1013	i	56
O=C(N/N=C1\CC2CC=CC12)c1ccc(O)cc1 (stereo unspecified)	i	-9	-9	0	i	-9%	-1.2	-0.19	-0.97	0.78	7%	2.7	2.4	2.6	-2.5	1110	i	42
Cc1ccc(S(=O)(=O)N2CCCC2C(=O)N2CCCCCC2)cc1 (stereo unspecified)	i	1	-6	-4	i	-4%	0.96	0.042	1.4	-2.7	-2%	2.6	1.3	5.2	nt	nt	i	19
Cc1c(NC(=O)CSc2ccccc2Cl)c(=O)n(-c2ccccc2)n1C	i	-5	15	16	i	16%	-0.037	-0.16	-0.028	-0.75	1%	1.3	2.6	6.3	-3.7	1080	i	59
O=C1C2CC=CCC2C(=O)N1c1ccc(NCCc2ccccc2)c([N+](=O)[O-])c1 (stereo unspecified)	i	12	2	-21	i	5%	1.8	-0.21	0.95	-1.6	11%	2.0	3.3	12	-0.9	872	i	49

Screening data: PubChem BioAssay, several laboratories
